# High-throughput results: PubChem, National Center for Advancing Translational Sciences (NCATS)
# AmpC det inh – Promiscuous and Specific Inhibitors of AmpC Beta-Lactamase (assay with detergent) | P00811 | purified AmpC, nitrocefin hydrolysis with detergent | Potency, µM (doses to about 28.7 µM), for the others: at the highest dose activity change, negative = inhibition | hit rate 0.09% among 71,000; active = well fitted curve in the direction sought with a large enough effect
# Target sequence (P00811 whole entry, looked up): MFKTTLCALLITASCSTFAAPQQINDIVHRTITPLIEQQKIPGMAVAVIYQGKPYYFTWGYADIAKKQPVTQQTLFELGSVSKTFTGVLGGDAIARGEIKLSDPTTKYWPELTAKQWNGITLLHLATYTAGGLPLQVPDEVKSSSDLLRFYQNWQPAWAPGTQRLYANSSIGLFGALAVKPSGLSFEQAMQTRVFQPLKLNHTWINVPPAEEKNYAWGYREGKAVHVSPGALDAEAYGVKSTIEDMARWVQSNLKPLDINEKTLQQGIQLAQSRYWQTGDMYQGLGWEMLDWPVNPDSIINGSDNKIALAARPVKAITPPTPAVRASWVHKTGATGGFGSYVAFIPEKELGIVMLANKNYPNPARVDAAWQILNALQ
#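 E. coli AmpC (5.3 nM) in 20 mM phosphate pH 7.0 with 0.01% Triton X-100, preincubated 15 min RT with compound; nitrocefin (2 uL of 800 uM stock) hydrolysis followed by 480 nm absorbance every 20 s over 4 min.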
# Starred values were filed as active, the others as inactive; & = joins results of further samples; [ ] = remark or other dose. % is scaled to controls: 0 for no effect and ±100 for the full control effect; potency is read from the fitted curve at half-maximal effect. Some of the compounds tested; count on the stated rates, not on these rows.
SMILES	AmpC det inh
Cc1nc(NC(=O)C23CCC(C)(C(=O)O2)C3(C)C)sc1C (stereo unspecified)	-3%
Cc1ccc(C)c(S(=O)(=O)N2CCN(CC(=O)Nc3cc(C)on3)CC2)c1	-1%
CC(C)(C)C1CCC2(CC1)C(C#N)=C(SCC(=O)NC1CCCCC1)NC(=O)C2C#N (stereo unspecified)	-1%
CN(C)S(=O)(=O)c1nc(Cl)c2[nH]cnc2n1	-1%[5.75 µM]
CN(C)S(=O)(=O)c1ccc(S(=O)(=O)N2CCN(CCC#N)CC2)cc1	8%
COc1cccc(-c2cc(C(F)(F)F)nc(N3CCC(C)CC3)n2)c1	3%
CCCCOC(=O)c1ccccc1N	9%
O=C(NCC1OCCc2ccccc21)c1ccco1 (stereo unspecified)	-1%
Cn1c(=O)c2c(ncn2CC(=O)N2CCc3ccccc3C2)n(C)c1=O	-1%
O=C1CCCc2sc3c(c2N1)CCCCC3	8%
Cn1c(=Nc2ccc(N3CCOCC3)cc2)ccc2ccccc21	0%
O=S(=O)(c1cccc(-c2nnco2)c1)N1CCCC1	2%
CCCNS(=O)(=O)c1cc(Br)cc2c1N(C(=O)CC)CC2	-3%
Cc1nc2ccccc2c2oc(C(=O)N3CCC(N4CCCCC4)CC3)cc12	4%
O=C(c1ccco1)N1CCN(S(=O)(=O)c2ccc(C3CCCCC3)cc2)CC1	3%
CCOC(=O)CC(=O)CSc1nc2sc(C)cc2c(=O)n1Cc1ccco1	0%
O=C(CCN1C(=O)C2CC=C(Cl)CC2C1=O)NC1CCCCC1 (stereo unspecified)	-2%
CC1CN(CCc2ccccc2)c2nc3c(c(=O)[nH]c(=O)n3C)n2C1 (stereo unspecified)	16%
CCC[C@@H]1C[C@@]1(CCC)[C@@H](NC(=O)Oc1ccccc1)c1ccc(C(=O)OC)cc1	11%
Cc1ccc(C)c(CSc2nnc(-c3cccnc3)n2N)c1	-8%
Cc1oc(-c2cccc(Cl)c2)nc1CN1CCC(C(=O)NCc2ccco2)CC1	-2%
CC(C)(C)c1cc2c(O)c(c1)Cc1cc(C(C)(C)C)cc(c1O)Cc1cc(C(C)(C)C)cc(c1O)Cc1cc(C(C)(C)C)cc(c1O)Cc1cc(C(C)(C)C)cc(c1O)Cc1cc(C(C)(C)C)cc(c1O)Cc1cc(C(C)(C)C)cc(c1O)Cc1cc(C(C)(C)C)cc(c1O)C2	-3%[5.75 µM]
COc1ccc(OC)c(Nc2nc(-c3ccc(O)c(O)c3)cs2)c1	18%
COCCCNC(=O)COc1cc(C)c(Cl)c(C)c1	5%
CCn1c(=O)n(CC(=O)Nc2cccc(OC)c2)c(=O)c2ccccc21	-3%
COc1ccccc1CNC(=O)CN(c1ccc(C)cc1)S(=O)(=O)c1c(C)nn(C)c1C	-4%
CCOc1cc(C)c(C(C)C)cc1S(=O)(=O)N1CCN(C)CC1	-3%
CCc1nnc(NC(=O)CSc2nc3c(c(=O)n2C)SC(C)C3)s1 (stereo unspecified)	5%
O=C(NCCCNCCCNC(=O)c1ccccn1)c1ccccn1	-1%
COc1cc2c(cc1OC)CN(CC(=O)Nc1cccc(C)c1)CC2	-8%
O=C1CC(c2ccccc2)CC(O)=C1C=NCCCO (stereo unspecified)	10%
CCCn1c(=O)c2ccccc2n2c(SCC(=O)c3ccccc3)nnc12	1%
O=C(NCCNC(=O)c1cccs1)c1ccco1	11%
COc1cc(C2Nc3ccc4ncccc4c3C3=C2C(=O)CCC3)ccc1O (stereo unspecified)	2%
c1ccc(-c2nnc3sc(-c4csc5c4CCCC5)nn23)cc1	6%
COc1cccc2cc(C(=O)N3CCN(C45CC6CC(CC(C6)C4)C5)CC3)c(=O)oc12	0%
O=S(=O)(c1ccc(N2CCOCC2)cc1)N1CCOCC1	-1%
CCc1nn(CC(=O)O)c(=O)c2ccccc12	-1%
O=C(/C=C/c1ccc(O)c(O)c1)O[C@@H](C(=O)O)[C@@H](OC(=O)/C=C/c1ccc(O)c(O)c1)C(=O)O	1%
OC1CCN(c2ncnc3c2nnn3Cc2c(F)cccc2Cl)CC1	-4%
Cc1ccc2cc(C#N)c(N3CCCN(C(=O)C4CCCO4)CC3)nc2c1 (stereo unspecified)	-2%
Cn1c(=O)n(C)c(=O)n(CC(=O)N2CCCCC2)c1=O	-4%
COCCCn1c2nc3ccccc3nc2c2c(=O)n(Cc3ccc(Cl)cc3)c(C)nc21	11%
CCOc1ccccc1N1CCN(S(=O)(=O)CC)CC1	5%
Cc1c(NC(=O)CSc2nnc3sc4ccccc4n23)c(=O)n(-c2ccccc2)n1C	-1%
COCCn1c(SCC(=O)N2CCCC2)nnc1C(C)C	7%
O=C1NC(=O)C(c2ccccc2[N+](=O)[O-])=C1Nc1ccc(O)c(Cl)c1	-5%&0%
O=C(NCCCN1CCN(c2ccccc2)CC1)Nc1ccccc1C(F)(F)F	0%
COc1cccc(-c2ccc3ncnc(NCc4cnc(C)cn4)c3c2)c1	9%
Cc1ccc2oc3c(c(=O)c2c1)C(c1cccc(Br)c1)N(Cc1ccco1)C3=O (stereo unspecified)	-1%

# Other records
SMILES	AmpC det inh
CC(=O)N1CCCc2cc(S(=O)(=O)NC(C(=O)NC(C)c3ccccc3)C(C)C)ccc21 (stereo unspecified)	3%
CCC(C)N1C(=O)C2C(C(=O)Nc3cccc(OC)c3)C3C=CC2(O3)C1C(=O)NC1CCCCC1C (stereo unspecified)	-1%
Nc1nc(-c2cccs2)c(NC(=O)c2ccccc2)s1	-3%
O=C(Oc1ccc(-c2nc(-c3ccccn3)no2)cc1)c1ccccc1	2%
CC(C)(C)OC(=O)N1CCCC1C(=O)N1CCCC1C(=O)N1CCCC1C(=O)O (stereo unspecified)	-5%
COCCn1c(CNc2ccc(F)cc2)nnc1SCC(=O)Nc1ccc(OC)cc1OC	-2%
O=C(NCc1ccco1)c1cnn2c(C(F)(F)F)cc(-c3ccccc3)nc12	13%
O=C1c2ccccc2C(Nc2cccnc2)N1Cc1ccc2c(c1)OCO2 (stereo unspecified)	13%
O=C(NCc1ccc2c(c1)OCO2)C1CC(=O)N(C2CCCC2)C1 (stereo unspecified)	-2%
O=C(c1ccco1)N1CCN(c2ncnc3scc(-c4cccs4)c23)CC1	-5%
Cc1ccc(C(=O)NCCNS(=O)(=O)c2ccccc2)cc1	5%
COc1cc(C2NC(=O)NC(O)(C(F)(F)F)C2C(=O)c2cccs2)ccc1O (stereo unspecified)	14%
CCn1cc(C(=O)NCCCN2CCC(C)CC2)c(=O)c2cc(S(=O)(=O)N3CCCC3)ccc21	10%
Cc1ccc(C)c(S(=O)(=O)N2CCN(CC(=O)NC(=O)NCc3ccccc3)CC2)c1	-2%
O=C(NCCNC(=O)c1ccc(Br)o1)c1ccc(Br)o1	-2%
COC(=O)c1oc2ccc(Br)cc2c1NC(C)=O	10%
CCN(CC)CCn1c(NCc2ccc(OC)cc2)nc2ccccc21	-3%
CC(=O)Nc1ccc(S(=O)(=O)N(C)c2ccccc2)cc1	1%
O=C(NCCN1CCOCC1)c1cc(-c2ccc(F)cc2)on1	11%
O=C(c1ccc2c(=O)n(Cc3ccc4c(c3)OCO4)c(=S)[nH]c2c1)N1CCC2(CC1)OCCO2	6%
COc1ccc(C(=O)N2CCC3(CC2)CN(C(=O)NC(C)C)C3)cc1	1%
CC(NC(=O)c1ccco1)C(c1cccs1)N1CCN(c2ccccc2)CC1 (stereo unspecified)	15%
Clc1ccc(-c2noc(CN3CCN(c4ccccc4)CC3)n2)cc1	-1%
CCOC(=O)N1CCC(NC(=O)c2cnn3c(C(F)(F)F)cc(-c4cccc(OC)c4)nc23)CC1	-4%
COC(=O)C1=C(C)NC(=O)CC1c1ccc(C(=O)OC)cc1 (stereo unspecified)	-1%

# As entered above:
# Result of `CC(C)(C)OC(=O)N1CCCC1C(=O)N1CCCC1C(=O)N1CCCC1C(=O)O` (stereo unspecified) under AmpC det inh: -5%
# Result of `CC(NC(=O)c1ccco1)C(c1cccs1)N1CCN(c2ccccc2)CC1` (stereo unspecified) under AmpC det inh: 15%
# Result of `O=C(NCc1ccco1)c1cnn2c(C(F)(F)F)cc(-c3ccccc3)nc12` under AmpC det inh: 13%
# Result of `O=C(Oc1ccc(-c2nc(-c3ccccn3)no2)cc1)c1ccccc1` under AmpC det inh: 2%
# Result of `Nc1nc(-c2cccs2)c(NC(=O)c2ccccc2)s1` under AmpC det inh: -3%
# Result of `O=C(NCCNC(=O)c1ccc(Br)o1)c1ccc(Br)o1` under AmpC det inh: -2%
# Result of `CCC(C)N1C(=O)C2C(C(=O)Nc3cccc(OC)c3)C3C=CC2(O3)C1C(=O)NC1CCCCC1C` (stereo unspecified) under AmpC det inh: -1%

# Next section:
SMILES	AmpC det inh
Cc1cc(C(=O)Nc2c(F)cc(F)cc2Br)c(C)o1	-6%
CC1CC(=O)C2=C(C1)Nc1ncnn1C2c1ccccc1 (stereo unspecified)	-1%
O=C1CNC(=O)/C1=C\N1CCCCC1	-4%
COCc1cc(=O)[nH]c(/N=C(\N)Nc2ccc(Oc3ccccc3)cc2)n1	-1%
O=C1C2C3c4ccccc4C(c4ccccc43)C2C(=O)N1Cc1ccco1 (stereo unspecified)	-1%
COc1ccccc1-c1noc(-c2cc(OC)c(OC)c(OC)c2)n1	-1%
COc1ccccc1CNC(=O)CSc1nc(-c2ccccc2)cn1N	0%
c1ccc(C2CO2)cc1 (stereo unspecified)	9%
CC(=O)c1cccc(NC(=O)NCc2ccco2)c1	-3%
CCn1c(-c2cc(Br)cc(OC)c2O)nc2cc(S(=O)(=O)N(C)C)ccc21	-10%
Cc1nn(-c2ccccc2)c(C)c1NC(=O)c1cccs1	-1%
Cc1nc(SCC(=O)c2ccccc2)n[nH]1	3%
Cc1n[nH]c(C)c1CCc1nc2c3ccccc3nc(SCC(N)=O)n2n1	0%
Cc1ccc(C2CC(c3ccccc3OC(F)F)Nc3ncnn32)cc1 (stereo unspecified)	-4%
CC(=O)N1CCc2cc(NC(=O)c3ccc(C)cc3)ccc21	-4%
Cc1nc(CC(=O)O)c(-c2ccccc2)s1	-3%
CC(=O)N1CCc2cc(S(=O)(=O)NCCC(=O)Nc3ccc4c(c3)OCCO4)ccc21	-4%
c1ccc(-n2nnnc2NCCc2c[nH]c3ccccc23)cc1	-7%
[O-][N+](=Nc1ccccc1)c1ccccc1	10%
O=C(O)CNC(=O)C1COc2ccccc2O1 (stereo unspecified)	-6%
O=C(Nc1nnc(CC(=O)N2CCOCC2)s1)C1COc2ccccc2O1 (stereo unspecified)	-2%
Cc1ccc(C(C(=O)NC2CCCCC2)N(CC2CCCO2)C(=O)CNC(=O)c2ccco2)cc1 (stereo unspecified)	-4%
O=C(Oc1ccccc1)c1cccc2cccnc12	-5%
O=C(CN1C(=O)c2ccccc2S1(=O)=O)Nc1ccc(S(=O)(=O)N2CCCC2)cc1	-1%
CC(C)C(=O)NC(c1ccco1)c1ccc2cccnc2c1O (stereo unspecified)	7%

# A run of entries of the results above, as a working copy:
SMILES	AmpC det inh
Cc1cc(C(=O)Nc2c(F)cc(F)cc2Br)c(C)o1	-6%
CC1CC(=O)C2=C(C1)Nc1ncnn1C2c1ccccc1 (stereo unspecified)	-1%
O=C1CNC(=O)/C1=C\N1CCCCC1	-4%
COCc1cc(=O)[nH]c(/N=C(\N)Nc2ccc(Oc3ccccc3)cc2)n1	-1%
O=C1C2C3c4ccccc4C(c4ccccc43)C2C(=O)N1Cc1ccco1 (stereo unspecified)	-1%
COc1ccccc1-c1noc(-c2cc(OC)c(OC)c(OC)c2)n1	-1%

# (next part)
SMILES	AmpC det inh
CN(C(=O)c1ccncc1)c1nnc(-c2ccccn2)s1	10%
CCc1ccc(N2CCN(C(=O)c3ccc(OC)c(OC)c3)CC2)cc1	6%
CCc1ccccc1NC(=O)CSc1nnc(-c2ccco2)n1N	-6%
O=S(=O)(Nc1ncn[nH]1)c1ccc2ccccc2c1	-6%
CCOC(=O)Cn1c(=NC(=O)CSC(C)=O)sc2cc(OC)ccc21	-6%
CCCC[C@@H]1C[C@H]1C(NP(=O)(c1ccccc1)c1ccccc1)c1ccc(Cl)cc1 (stereo partly specified)	-6%
CC(C)(C)NS(=O)(=O)c1cccc2nsnc12	-7%
Cc1cc(C)c(NC2=NCC(=O)N2C2CCCCC2)c(C)c1	4%
COc1ccccc1-c1ccc(C(=O)O)o1	-5%
Cc1cc2c(s1)c1cnn(CC(=O)NCCc3ccccc3)c(=O)c1n2C	9%
Cc1cc(C(=O)CSc2nnc(-c3cccs3)o2)c(C)n1-c1ccccc1	1%
O=C(Cn1cnc2c(cnn2-c2ccc(Cl)cc2)c1=O)NCCc1ccccc1	11%
O=C(O)CCC(=O)c1ccc(Cl)cc1	0%[5.75 µM]
Cc1cc(C)cc(N2CC34C=CC(O3)C(C(=O)OCC(=O)NCc3ccco3)C4C2=O)c1 (stereo unspecified)	-4%
O=C(O)c1ccc(NCc2cccnc2)cc1	-5%
O=C(O)CCCN1C(=O)NC2NC(=O)NC21 (stereo unspecified)	-4%
O=C(Nc1nc(-c2ccc3c(c2)OCO3)cs1)C1CC1	10%
Cc1c(C(=O)Nc2cccc(Cl)c2)oc2ccc(S(=O)(=O)N3CCC4(CC3)OCCO4)cc12	0%
CC(C)=C(NC(=O)c1ccco1)C(=O)NCCc1nc2ccccc2[nH]1	3%
O=C(Cc1ccc(-c2ccccc2)cc1)NCCN1CCOCC1	-1%
CCCC(=O)NCCc1cc2ccc(C)c(C)c2[nH]c1=O	8%
CCCOCCOC(=O)C1=C(C)NC(=O)NC1c1cc(Cl)c(O)c(OC)c1 (stereo unspecified)	-1%
CCC[C@@H]1C[C@@]1(CCC)[C@@H](NC(=O)c1ccccc1)c1ccc(C(=O)OC)cc1	17%
CCCCS(=O)CC(O)COc1ccc(C(C)(C)C)cc1 (stereo unspecified)	1%
C/C(N)=C(/C#N)C(=O)COc1ncnc2ccccc12	-1%
CCC(C)(C)n1nnnc1C(c1ccc(Cl)cc1)N1CCN(C)CC1 (stereo unspecified)	7%
